Compound activity deposited in PubChem by Broad Institute.
ERp5 inh: inhibitors of human ERp5; Q15084; ERp5 insulin aggregation, absorbance 650 nm, 90 min; inhibition, % at 9.99 µM; actives 0.05% (n = 350,000); AID 651711;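 active = mean replicate inhibition above about 25%, with every replicate also reaching it, limit read from the data, passing the limit was not always enough; inconclusive = only one of those two criteria met; inactive = neither criterion met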
Target sequence (Q15084 whole entry, looked up): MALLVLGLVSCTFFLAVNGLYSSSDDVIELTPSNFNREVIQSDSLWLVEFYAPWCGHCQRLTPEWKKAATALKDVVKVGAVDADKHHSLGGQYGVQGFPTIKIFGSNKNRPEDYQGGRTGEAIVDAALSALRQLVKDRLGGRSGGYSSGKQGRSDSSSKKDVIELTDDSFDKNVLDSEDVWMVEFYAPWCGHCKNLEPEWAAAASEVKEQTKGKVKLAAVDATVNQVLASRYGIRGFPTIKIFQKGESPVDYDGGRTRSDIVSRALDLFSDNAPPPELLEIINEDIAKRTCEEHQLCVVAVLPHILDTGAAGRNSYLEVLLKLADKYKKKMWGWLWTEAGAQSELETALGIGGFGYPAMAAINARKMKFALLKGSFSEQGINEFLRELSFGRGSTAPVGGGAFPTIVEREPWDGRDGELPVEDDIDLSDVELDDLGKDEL
miR122 inh: miR-122 inhibition in Huh7 cells. actives 0.3% (n = 340,000). AID 602342. activation (reporter increase), % at 12.5 µM. Huh7 miR-122 Renilla luciferase sensor, 48 h; neutral wells = 0, positive control = 100;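 active = mean replicate activation score at least 90 and every replicate individually at or above 90; inconclusive = only one of the two criteria met; inactive = neither criterion met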;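 also: higher luciferase means less miR-122 activity so hits act as miR-122 inhibitors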
CASP6 VEID inh: caspase-6 (human) enzyme inhibition | inhibition, % at 12.5 µM | AID 686996 | purified caspase-6, Z-VEID-R110 cleavage fluorescence | actives 0.53% (n = 350,000) | P55212;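 active = mean inhibition across replicates at least about 35%, with every replicate also reaching that limit, limit read from the data; inconclusive = only one of the two criteria met; inactive = neither criterion met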;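 also: 0% = median of neutral control wells and 100% = no fluorescence left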
Target sequence (P55212 24-179 limits assumed): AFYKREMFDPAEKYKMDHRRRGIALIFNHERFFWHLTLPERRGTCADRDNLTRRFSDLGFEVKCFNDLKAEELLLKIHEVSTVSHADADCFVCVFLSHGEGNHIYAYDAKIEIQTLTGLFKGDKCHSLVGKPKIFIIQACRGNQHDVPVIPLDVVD
Target sequence (P55212 194-293 limits assumed): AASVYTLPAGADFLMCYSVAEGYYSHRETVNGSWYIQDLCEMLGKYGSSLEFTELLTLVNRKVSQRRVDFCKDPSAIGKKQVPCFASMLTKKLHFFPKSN
DENV2 CPE: DENV2-induced cell death inhibition. DENV2-infected cells, cytopathic effect rescue, plate reader. CPE inhibition, % at 9.99 µM. actives 1.7% (n = 350,000); in the data active = CPE inhibition above about 20%, passing the limit was not always enough; inconclusive = no clear call, values can overlap the other calls; tested in BHK-21 cells;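 also: 0% = median of neutral control wells and 100% = median of positive control wells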
ERAP1 inh: inhibitors of human ERAP1 aminopeptidase; Q9NZ08; recombinant ERAP1, Leu-AMC fluorescence, 60 min; inhibition, % at 10.7 µM; actives 0.15% (n = 340,000); AID 652197;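 active = mean replicate inhibition of at least 30%, or all replicates individually reaching that 30% level; inactive = mean below 30% and not every replicate reaching it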;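 also: 0% = neutral control wells and 100% = L-leucinethiol positive control wells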
SIRT5 inh: sirtuin-5 (human) deacylase inhibition. Purified SirT5, succinyl-peptide AMC, trypsin-coupled fluorescence. inhibition, % at 15 µM. actives 1.1% (n = 330,000). AID 652115; in the data active = inhibition above about 15%; inconclusive = no clear call, values can overlap the other calls
Target sequence (Q9NXA8 whole entry, looked up): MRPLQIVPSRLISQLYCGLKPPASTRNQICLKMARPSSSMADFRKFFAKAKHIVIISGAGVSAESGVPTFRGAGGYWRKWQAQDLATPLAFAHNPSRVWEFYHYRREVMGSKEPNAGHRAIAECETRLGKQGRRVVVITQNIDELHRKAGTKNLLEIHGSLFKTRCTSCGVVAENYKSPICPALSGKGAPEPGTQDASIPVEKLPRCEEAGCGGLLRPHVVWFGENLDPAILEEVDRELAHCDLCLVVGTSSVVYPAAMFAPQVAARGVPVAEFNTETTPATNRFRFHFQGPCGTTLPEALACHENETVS
CFTR F508del cor: correctors of CFTR F508del function in bronchial epithelial cells; actives 0.36% (n = 350,000); activity (quench increase), % at 7.58 µM; AID 720511; CFBE cells, YFP halide quenching; stimulated with forskolin plus potentiator P3; % fluorescence drop versus neutral controls;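 active = mean added fluorescence quench of at least 8% versus neutral control, with both replicates also reaching 8%; inconclusive = only one of the mean or replicate conditions met; inactive = mean below 8% and not both replicates reaching 8%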;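 also: cells transiently co-express mutant CFTR-F508del with the halide-sensitive YFP; corrector assay measuring rescue of mutant channel to the surface after 24 h compound exposure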
* marks the source's active call; other numbers are inactive results; ? = inconclusive; . = not tested or not shown; [ ] = another dose, or the depositor's remark.

1) N#Cc1nc(COc2ccccc2)oc1N1CCCCC1
2) C[C@H](NC(=O)C[C@@H]1CC[C@H](NC(=O)Cc2ccccn2)[C@H](CO)O1)c1ccccc1
3) COc1ccc(S(=O)(=O)N(C)C[C@@H]2OCCCC[C@H](C)Oc3ccc(NC(=O)C4CCCCC4)cc3C(=O)N([C@@H](C)CO)C[C@H]2C)cc1
4) C[C@@H]1CN([C@H](C)CO)C(=O)c2cc(NC(=O)Nc3ccc4c(c3)OCO4)ccc2O[C@@H]1CN(C)C(=O)Nc1ccccc1
5) CCC1CN(C(=O)Nc2ccc(C)cc2)c2cc(C)ccc2O1 (stereo not given)
6) O=C(O)Cn1c(CCS(=O)(=O)c2ccc(Br)cc2)nc2ccccc21
7) O=C(C[C@@H]1CC[C@@H]2[C@H](COC[C@H](O)CN2CC2CCCCC2)O1)NCc1ccc(F)cc1
8) C[C@@H]1CN([C@H](C)CO)C(=O)c2cc(C#CCc3ccccc3)cnc2O[C@H]1CN(C)C(=O)C1CC1
assay / compound	1	2	3	4	5	6	7	8
ERp5 inh	5.7	-0.2	-2.2	.	2.8	-2.4	1.0	-4.2
miR122 inh	.	-3.7[16.7 µM]	-6.0[16.7 µM]	-2.9[16.7 µM]	.	.	-11.4[16.7 µM]	-2.3[16.7 µM]
CASP6 VEID inh	0.2	-4.6	-1.6	.	-2.1	12.5	1.1	2.0
DENV2 CPE	1.2	?	-2.0	8.7	-7.2	?	1.5	-3.0
ERAP1 inh	.	0.8	1.0	.	0.9	7.4	0.5	-0.2
SIRT5 inh	.	1.8	4.4	.	1.2	-3.4	4.0	7.9
CFTR F508del cor	3.0	-2.5	-4.0	1.3	-1.8	.	-2.6	2.1

9) CC(C)CC1C(=O)N(Cc2cn(Cc3ccco3)nn2)CCS(=O)(=O)N1Cc1ccc(-c2ccc(Cl)c(Cl)c2)cc1 (stereo not given)
10) Cc1cc(C)c(NC(=O)CSc2nc3ncc(Br)cc3[nH]2)c(Cl)c1
11) Cc1ccc(NC(=O)CN(C)C(=O)COC(=O)/C=C/c2cccs2)cc1
12) CO[C@@H]1CN(C)C(=O)c2cc(NC(=O)C3CCC3)ccc2OC[C@@H](C)N(C(=O)CN(C)C)C[C@H]1C
13) O=C(COc1ccc(Br)cc1Br)NC1CCCC1
14) COc1ccc(CC(=O)OCC(=O)NC2CCCCC2)cc1OC
15) Brc1cc2c(cc1CSc1ncccn1)OCO2
16) COc1ccc(C(=O)N2CCN(CCc3ccccn3)CC2)cc1
assay / compound	9	10	11	12	13	14	15	16
ERp5 inh	-8.3	-13.1	-1.6	-5.3	15.1	5.5	-2.4	0.1
miR122 inh	-19.3	5.8	1.6	.	.	-9.1	1.2	2.5
CASP6 VEID inh	8.8	1.6	1.0	-3.9	3.7	-3.6	-2.3	4.7
DENV2 CPE	-3.6	0.3	-6.3	1.3	3.1	-4.7	-0.5	1.6
ERAP1 inh	2.8	2.3	-2.2	0.9	3.3	-1.0	-3.6	-1.8
SIRT5 inh	-4.1	-4.1	-2.0	4.0	-5.6	0.0	-1.8	-2.9
CFTR F508del cor	-0.6	-0.4	-0.1	-1.7	3.6	-1.7	0.0	-0.7

17) COc1cccc(-n2c(SC)nnc2-c2c[nH]c3ccccc23)c1
18) CC1CN(C(=O)CCNC(=O)c2ccc(Br)cc2)CC(C)O1 (stereo not given)
19) Cc1ccc(NC(=O)Cn2ncc3ccccc32)c(Cl)c1
20) C[C@H](CO)N1C[C@H](C)[C@@H](CN(C)CC2CCOCC2)Oc2cc(C3=CCCC3)ccc2S1(=O)=O
21) O=C1C2C3c4ccccc4C(c4ccccc43)C2C(=O)N1c1cccnc1 (stereo not given)
22) COc1ccccc1NC(=O)N1C[C@H]2[C@@H](c3ccccc31)[C@H](CO)N2Cc1ccccc1F
23) CN(C)C(=O)c1ccc(-c2ccc(C3[C@H]4CNC[C@@H]3N4C(=O)NC3CCCC3)cc2)cc1 (stereo not given in full)
24) COCCn1c(=S)[nH]c2cc(OC)c(OC)cc2c1=O
assay / compound	17	18	19	20	21	22	23	24
ERp5 inh	1.2	-6.3	-2.6	-0.8	1.8	-1.8	-4.5	-3.9
miR122 inh	-3.2	.	-1.3	.	.	-3.8[16.7 µM]	.	-5.7
CASP6 VEID inh	0.0	0.4	-2.0	.	-0.2	2.7	1.9	0.5
DENV2 CPE	9.8	-4.0	-5.7	-5.2	-1.7	1.5	71.5*	.
ERAP1 inh	8.4	-0.2	1.0	.	-5.8	-3.6	-0.2	1.0
SIRT5 inh	-2.2	0.6	0.5	2.5	0.6	-1.5	1.6	12.5
CFTR F508del cor	-0.1	4.4	1.4	-6.3	.	-0.8	-1.2	-0.5

Reprinted at random: 3 entries already listed, in no set order.
22) COc1ccccc1NC(=O)N1C[C@H]2[C@@H](c3ccccc31)[C@H](CO)N2Cc1ccccc1F
20) C[C@H](CO)N1C[C@H](C)[C@@H](CN(C)CC2CCOCC2)Oc2cc(C3=CCCC3)ccc2S1(=O)=O
19) Cc1ccc(NC(=O)Cn2ncc3ccccc32)c(Cl)c1
assay / compound	22	20	19
ERp5 inh	-1.8	-0.8	-2.6
miR122 inh	-3.8[16.7 µM]	.	-1.3
CASP6 VEID inh	2.7	.	-2.0
DENV2 CPE	1.5	-5.2	-5.7
ERAP1 inh	-3.6	.	1.0
SIRT5 inh	-1.5	2.5	0.5
CFTR F508del cor	-0.8	-6.3	1.4

Next section.
25) COCCN(C(=O)CSc1nc2ccccc2s1)c1c(N)n(Cc2ccccc2)c(=O)[nH]c1=O
26) COc1cc(C(=O)O/N=C(\N)c2cccc([N+](=O)[O-])c2)cc(OC)c1OC
27) O=C(NCC1CC1)[C@H]1[C@H](CO)[C@H]2Cn3c(ccc(C4=CCCC4)c3=O)[C@H]2N1Cc1ccccc1F
28) CCN(CC)c1ccc(S(=O)(=O)N(CC)CC)cc1NC(=O)c1cccnc1
29) O=C(CCCOc1ccc(Cl)cc1Cl)NCCc1nnc2ccccn12
30) Cc1ccc(S(=O)(=O)Nc2ccc3c(c2)C(=O)N([C@H](C)CO)C[C@@H](C)[C@H](CN(C)Cc2ccncc2)OCCCC[C@H](C)O3)cc1
31) O=S(=O)(Cc1cc(NCc2ccccc2)nc(-c2ccccn2)n1)c1ccccc1
32) O=C(COC(=O)c1ccc(O)cc1O)c1ccc(Cl)cc1
assay / compound	25	26	27	28	29	30	31	32
ERp5 inh	-4.0	0.5	1.7	0.8	-1.1	-2.6	-2.5	-4.7
miR122 inh	.	-8.1	.	1.1	.	.	.	5.3
CASP6 VEID inh	5.0	-0.9	3.2	1.5	1.7	-2.7	1.6	3.3
DENV2 CPE	-2.0	7.3	-1.0	.	-1.7	-1.9	-8.0	5.4
ERAP1 inh	0.3	.	-5.6	-1.6	-0.5	1.4	-2.8	-3.1
SIRT5 inh	-6.7	5.3	-1.0	0.4	0.3	.	-2.7	-13.4
CFTR F508del cor	3.3	3.3	.	0.1	-1.4	1.0	-0.6	-1.2

33) CN1CCN(c2ccc(NC(=O)c3ccc(C(F)(F)F)cc3)cn2)CC1
34) COc1cccc(NC(=S)N(CCc2nc3cc(C)c(C)cc3[nH]2)Cc2cccnc2)c1
35) CC12CCC(=O)N1C(C(=O)NCCc1ccccc1)CS2 (stereo not given)
36) Cc1sc2nc(SCC(=O)NCCO)n(-c3ccccc3)c(=O)c2c1C
37) COc1ccc([N+](=O)[O-])cc1NC(=O)c1cn(-c2ccc(Cl)cc2)c(=O)c2ccccc12
38) CCc1nccn1Cc1cc(C=O)ccc1OC
39) CCn1c(=O)n(CC)c2cc(NS(=O)(=O)c3ccccc3)ccc21
40) COC(=O)c1ccc(NC(=O)COC(=O)COc2cccc3c2OC(C)(C)C3)cc1
assay / compound	33	34	35	36	37	38	39	40
ERp5 inh	1.4	-4.2	1.3	2.8	-1.7	-5.5	-4.8	3.3
miR122 inh	.	3.3	-2.9	.	-8.1	.	-2.6	-8.3
CASP6 VEID inh	-2.5	-1.6	-3.5	1.9	-1.2	3.3	-0.4	2.0
DENV2 CPE	-1.6	5.2	-6.2	.	1.3	-1.5	6.7	5.6
ERAP1 inh	-5.5	-1.3	-1.2	-1.6	24.7	-0.1	-1.5	1.7
SIRT5 inh	.	0.1	-1.9	-3.5	-2.5	6.5	-2.6	-6.0
CFTR F508del cor	-1.3	-3.3	2.6	-0.2	.	-0.3	0.6	-2.2

41) O=C(O)CC1(CC(=O)NCc2ccncc2)CCCCC1
42) Cc1cc(NC(=O)Cn2nc(-c3cccs3)ccc2=O)cc(C)c1Br
43) CCCc1cc2c(=O)c(-c3ccccn3)c(C)oc2cc1O
44) O=Cc1ccc(-c2cccs2)s1
45) O=C(O)Cc1coc2ccc3ccccc3c12
46) O=C(c1ccccn1)N1CC(=O)N2[C@H](CO)[C@@H](c3ccc(-c4cccc(F)c4)cc3)[C@H]2C1
47) COc1ccccc1C(=O)N/C(=C\c1cn(C)c2ccccc12)C(=O)N1CCCC1
48) COc1cc(NC(=O)Nc2nnc([C@H]3C[C@H](O)[C@@H](CO)O3)s2)cc(OC)c1OC
assay / compound	41	42	43	44	45	46	47	48
ERp5 inh	1.2	-2.1	1.0	8.1	6.5	-11.6	0.1	-5.1
miR122 inh	.	-1.6	.	-2.1	-6.0	.	22.3	-3.1
CASP6 VEID inh	0.4	-1.3	-1.2	4.6	.	1.0	3.3	-0.3
DENV2 CPE	2.2	4.4	14.9	-3.7	-3.0	2.6	-3.9	2.0
ERAP1 inh	-2.5	-5.5	1.4	-1.3	-2.3	-1.0	4.9	-8.3
SIRT5 inh	-5.0	-1.0	-0.8	-3.9	-2.5	-0.8	0.8	2.2
CFTR F508del cor	1.0	0.5	0.0	-0.9	4.6	1.7	2.5	0.8

49) Cc1nccn1CCC1CCCCN1C(=O)CCc1nnc(-c2ccsc2)o1 (stereo not given)
50) CN(C)C(=O)[C@@H]1[C@@H](CO)[C@@H]2Cn3c(cccc3=O)[C@H]1N2C(=O)c1ccccc1
51) CO[C@@H]1CN(C)C(=O)c2cc(NC(C)=O)ccc2OC[C@@H](C)N(C(=O)c2cnccn2)C[C@@H]1C
52) COc1ccc(CN(C)C[C@@H]2OCCCC[C@@H](C)Oc3ccc(NC(=O)NC4CCCCC4)cc3C(=O)N([C@@H](C)CO)C[C@H]2C)cc1
53) Cc1cccc(NC(=O)COC(=O)[C@@H]2CCCN2C(=O)c2cccs2)c1
54) CCc1ccc(CN2CCC(n3nccc3NC(=O)c3cccc(F)c3)CC2)cc1
55) Cc1ccc(N2C(=O)c3ccccc3C2C(=O)c2ccc(C)c(C)c2O)cc1 (stereo not given)
56) O=C(NNC(=O)c1ccc(-n2cncn2)c([N+](=O)[O-])c1)c1ccccc1
assay / compound	49	50	51	52	53	54	55	56
ERp5 inh	8.7	5.3	-0.6	-3.0	-3.5	-20.6	5.5	2.1
miR122 inh	.	0.0[16.7 µM]	.	0.5[16.7 µM]	-4.8	-9.7	.	.
CASP6 VEID inh	-6.7	4.5	.	-1.3	-1.2	-1.5	6.2	0.2
DENV2 CPE	-4.1	1.1	-0.8	5.6	-5.5	10.5	0.2	?
ERAP1 inh	-1.2	1.3	.	-1.2	1.0	-3.4	-5.2	-0.1
SIRT5 inh	-3.6	2.8	-0.7	7.5	-1.5	-0.5	-1.0	-3.1
CFTR F508del cor	-2.2	-2.7	2.2	2.8	0.2	3.2	-2.2	1.6

57) Cc1nc(N)sc1-c1csc(N(C)c2ccc(O)cc2)n1
58) COc1cc(C(=S)N2CCOCC2)cc(OC)c1OC(=O)c1ccccc1[N+](=O)[O-]
59) N#C/C(=C\c1ccccc1OCc1ccc(C(=O)O)cc1)C(=O)Nc1ccc(O)cc1
60) CC(C)=CCN1CCN(Cc2cc(F)ccc2-n2nc(C)cc2C)CC1CCO (stereo not given)
assay / compound	57	58	59	60
ERp5 inh	-5.2	-0.4	-0.6	1.7
miR122 inh	2.1	-1.7	.	-4.7
CASP6 VEID inh	26.0	-1.8	4.1	-1.0
DENV2 CPE	.	18.7	-1.8	7.2
ERAP1 inh	5.5	5.3	-5.0	-4.0
SIRT5 inh	-1.2	-0.5	0.6	-4.3
CFTR F508del cor	0.9	0.1	-0.3	.
